FXIIa single = blocks human coagulation factor XIIa activity. inhibition, % at 10 µM. P00748. 0.2% of 33,000 active. purified human FXIIa, AMC substrate fluorescence, 2 h. AID 701; in the data active means inhibition above about 30%;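 further: 0% = enzyme with vehicle only and 100% = no enzyme blank; many of its hits are not listed in these tables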
Target sequence (P00748 20-372 limits assumed): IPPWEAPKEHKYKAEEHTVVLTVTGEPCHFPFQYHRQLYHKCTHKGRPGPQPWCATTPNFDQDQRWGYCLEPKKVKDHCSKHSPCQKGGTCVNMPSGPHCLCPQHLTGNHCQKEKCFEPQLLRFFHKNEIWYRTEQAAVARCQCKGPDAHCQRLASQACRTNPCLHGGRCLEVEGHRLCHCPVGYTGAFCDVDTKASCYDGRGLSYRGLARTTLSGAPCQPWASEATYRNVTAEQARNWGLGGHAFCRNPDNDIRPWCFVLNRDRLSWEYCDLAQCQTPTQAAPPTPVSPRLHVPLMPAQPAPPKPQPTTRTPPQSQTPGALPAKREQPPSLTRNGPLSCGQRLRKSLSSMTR
Target sequence (P00748 373-615 limits assumed): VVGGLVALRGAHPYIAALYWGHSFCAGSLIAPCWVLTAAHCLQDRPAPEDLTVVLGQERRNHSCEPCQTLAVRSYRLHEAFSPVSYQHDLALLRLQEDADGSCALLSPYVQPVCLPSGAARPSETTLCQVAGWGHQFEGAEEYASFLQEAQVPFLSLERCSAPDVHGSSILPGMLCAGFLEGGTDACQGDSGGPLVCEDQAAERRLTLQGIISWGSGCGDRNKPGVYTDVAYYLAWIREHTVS
FXIa single inh = inhibitors of human coagulation factor XIa | purified human FXIa, fluorogenic AMC substrate cleavage | inhibition, % at 10 µM | 0.3% of 33,000 active;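 active means inhibition above 40% in the primary screen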;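 further: 0% = enzyme without compound and 100% = blank wells lacking enzyme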
* hit, by the source's call.

SMILES	FXIIa single	FXIa single inh
Cc1ccc(C(C(=O)NC(C)(C)C)N(Cc2ccco2)C(=O)CCC(=O)Nc2nccs2)cc1 (stereo not drawn)	-2	-4
Cc1cccc2nc(CSc3ccccc3N)cn12	3	4
CC12CCC(c3c(C(=O)O)nn(-c4ccc(F)cc4)c31)C2(C)C (stereo not drawn)	-6	2
CCCC(c1nnnn1CCc1ccccc1)N1CCC(C(N)=O)CC1 (stereo not drawn)	8	0
CN(C1CCCCC1)S(=O)(=O)c1ccc(S(=O)(=O)N2CCN(C(=O)c3ccccc3F)CC2)cc1	2	-3
CCOC(=O)N1CCN(C(=O)CS(=O)(=O)c2cn(Cc3ccc(Cl)cc3)c3ccccc23)CC1	-10	-13
Cc1c(Cl)cccc1N1C(=O)CC(N(O)c2ccccc2)C1=O (stereo not drawn)	7	-1
COc1ccc(C(=O)Nc2cccc(N(C)S(C)(=O)=O)c2)cc1OC	7	-4
Cc1nc2oc3c(NCc4ccccc4)ncnc3c2c2c1COC(C)(C)C2	3	4
Cc1ccc2ncnc(NCCC(=O)O)c2c1	7	-1
COC(=O)C1=C(C)NC2=C(C(=O)CC(C)(C)C2)C1c1ccccn1 (stereo not drawn)	-1	5
Cc1ccc(-c2noc(CCCOc3ccc(Cl)cc3Cl)n2)cc1	2	-4
O=C(C1CCN(S(=O)(=O)c2ccc(Br)s2)CC1)N1CCc2ccccc21	3	2
COC(=O)c1sccc1NC(=O)c1ccc2c(c1)OCO2	4	-4
CN(C)S(=O)(=O)N(CC(=O)Nc1ccc(F)c(F)c1)c1ccccc1	11	-2
CC(=O)OCc1nc2ccccc2s1	4	6
OC(CNCc1ccco1)Cn1c2ccccc2c2ccccc21 (stereo not drawn)	4	-1
COc1ccc(-c2nc3c(n2O)CCC/C3=N\O)cc1	1	8
CC(=O)NCC(=O)NC(C(=O)Nc1ccc2c(c1)OCCO2)c1ccc(C)cc1 (stereo not drawn)	9	1
Cc1nnc(C)n1/N=C/c1ccc(O)cc1	7	10

Part of the list above, with values ahead of the structure:
FXIIa single | FXIa single inh | Compound
-1 | 5 | COC(=O)C1=C(C)NC2=C(C(=O)CC(C)(C)C2)C1c1ccccn1 (stereo not drawn)
2 | -4 | Cc1ccc(-c2noc(CCCOc3ccc(Cl)cc3Cl)n2)cc1
3 | 2 | O=C(C1CCN(S(=O)(=O)c2ccc(Br)s2)CC1)N1CCc2ccccc21
4 | -4 | COC(=O)c1sccc1NC(=O)c1ccc2c(c1)OCO2
11 | -2 | CN(C)S(=O)(=O)N(CC(=O)Nc1ccc(F)c(F)c1)c1ccccc1

Next compounds
SMILES	FXIIa single	FXIa single inh
CC1=CC(C)(C)NC(=S)N1c1ccc2ccccc2c1	6	9
COc1cc(OC)cc(C(=O)Nc2nc3ccccc3[nH]2)c1	5	20
COc1ccc(NC(=O)CSc2nnc(C3CCCCC3)o2)c(OC)c1	6	2
N/C(Cc1cccs1)=N\OC(=O)COc1ccccc1Cl	5	-6
Fc1ccc(Cn2nnnc2CN2CCc3ccccc3C2)cc1	-11	1
COC(=O)C1=C(C)NC(=O)/C1=C\c1cc(C)n(-c2ccccc2C)c1C	-1	-1
O=C(NCc1ccccc1)C12CC3CC(CC(C3)C1)C2	5	6
CCN(CC)C(=O)c1ccc(O)c(OC)c1	8	5
COc1cc2c(cc1NC(=O)C(c1ccccc1)c1ccccc1)CCCC2	3	14
CC1(C)Oc2ccc3ccc(=O)oc3c2/C(=C/NC2CCCCC2)C1=O	-14	0
CC(C)C(=O)Nc1cccc(C(=O)Nc2ccccc2C(=O)O)c1	4	-2
Cc1cccc(-n2cnc(C(=O)N/N=C/c3ccccc3)c2)n1	10	-7
Cc1cc(OC(C)C)c2c(-c3ccccc3)cc(=O)oc2c1	6	-1
CCC(CC)c1nnc(NC(=O)CS(=O)(=O)Cc2ccccc2)s1	4	7
O=C1CCCc2c1cc(C(=O)Nc1ccc(Cl)cn1)c(=O)n2-c1ccccc1	6	0
OCc1cc(CO)c(O)c(CCc2ccccc2)n1	4	-7
O=C(Cn1ncc2c3ccccc3n(Cc3ccccc3)c2c1=O)N1CCN(c2ncccn2)CC1	6	-7
COc1ccccc1C(c1nnnn1CS(=O)(=O)c1ccc(C)cc1)N1CCSCC1 (stereo not drawn)	22	-4
O=C(OCn1ncc(Br)c(Br)c1=O)c1ccc(F)cc1	12	-5
Cc1cc(C)n(C(=O)c2ccc(S(=O)(=O)NCC3CCCO3)cc2)n1 (stereo not drawn)	-6	-1
CCC(C)c1ccc(OCCn2cc(/C=N/NC(=O)CSc3nnc(C)s3)c3ccccc32)cc1 (stereo not drawn)	-1	-6
O=S(=O)(Nc1ccccc1)c1ccc(F)cc1	16	-2
CCOC(=O)c1c(-c2cccs2)csc1NC(=O)C(C)(C)C	4	9
O=C(CSc1nc2c(sc3ccccc32)c(=O)n1Cc1ccccc1)NCC1CCCO1 (stereo not drawn)	2	13
CCOC(=O)C1=NN(c2cccc(Cl)c2)C2=NC(C)=C(C(=O)OC)C(c3cccs3)N12 (stereo not drawn)	-1	-1
O=S(=O)(c1ccc(NC2CCCc3ccccc32)nc1)N1CCOCC1 (stereo not drawn)	-5	-2
Cc1noc(C)c1COc1ccc(C(=O)OCC(=O)N2c3ccccc3NC(=O)C2(C)C)cc1	5	14
Cc1ccc(Cn2nnnc2CN2CCC(NC(=O)c3ccc(Br)cc3)CC2)cc1	-3	-3
O=S(=O)(Cc1ccccc1)c1cnc2ccccc2n1	2	8
Cn1c(=O)[nH]c(=O)c2[nH]c(NCCCN3CCOCC3)nc21	-9	4
CC(CN1CCOCC1)c1ccccc1 (stereo not drawn)	8	7
COc1ccc(CC(=O)N2CCN(C(=O)c3ccco3)CC2)cc1	7	2
O=C(CC1CCCC1)Nc1ccc2c(c1)CCC2	5	-2
CC1CCC(C(=O)NC(C(=O)N2CCc3ccccc3C2)C(C)C)CC1 (stereo not drawn)	4	0
CCC(C)(C)NC(=O)C(C)OC(=O)c1nsc(Cl)c1Cl (stereo not drawn)	9	7
C/C(Cn1cnc([N+](=O)[O-])n1)=N\NC(=O)c1ccc(F)cc1	-16	-2
O=C(CCN1CCN(C/C=C/c2ccccc2)CC1)Nc1ccccc1	-10	-9
CCOc1ccccc1NC(=O)CSc1nnc(-c2ccccn2)n1Cc1ccco1	0	6
Cc1cc(C)n2nc(SCC(=O)Nc3c(C)n(C)n(-c4ccccc4)c3=O)nc2n1	12	7
O=C(CC(C(=O)N1CCc2ccccc21)n1ccnc1)NCc1ccccc1 (stereo not drawn)	5	-10
C/C(NCC(C)(C)CN(C)C)=C(/C#N)C(=O)NCc1ccccc1	3	1
CC(Sc1nc2ccccc2s1)C(=O)N1CCOCC1 (stereo not drawn)	-16	-1
CC1CC(C)CN(C(=O)c2ccc3c(=O)n(Cc4ccc5c(c4)OCO5)c(=S)[nH]c3c2)C1 (stereo not drawn)	4	5
COc1ccc([N+](=O)[O-])cc1N(CC(O)Cn1nnc2ccccc21)S(=O)(=O)c1ccc(C)cc1 (stereo not drawn)	3	5
CC1CCN(C(c2cccs2)c2nnnn2Cc2ccccc2)CC1 (stereo not drawn)	-16	14
CCOc1ccc(S(=O)(=O)N2CCc3ccccc3C2)cc1	3	0
O=C(Cc1ccccc1)NCc1nc2ccccc2[nH]1	2	-9
O=c1[nH]cnc2scc(-c3cccs3)c12	4	-3
CCOC(=O)C1=C(O)/C(=C/c2ccc(C)o2)SC1=NC(=O)c1ccccc1C	8	2
O=C(CSc1nnc(-c2ccccc2)n1Cc1ccco1)NCc1ccc2c(c1)OCO2	4	-7
CC(C)n1nc(C(=O)OCC(=O)c2c[nH]c3ccccc23)c2ccccc2c1=O	3	-10
O=C(COC(=O)c1cnccn1)NCCc1ccccc1	3	2
Cc1ccc(C)c2c1[nH]c1ccc([N+](=O)[O-])cc12	-8	16
CCOC(=O)N1c2ccccc2C=CC1OCC (stereo not drawn)	6	6
Cc1nc(N2CCN(C)CC2)c2c(C)c(C(=O)Nc3ccc(C)c(F)c3)sc2n1	9	9
O=C1CCCC2=C1C(c1ccncc1)Nc1ccccc1N2 (stereo not drawn)	5	-5
CCOc1ccccc1NS(=O)(=O)c1cccc2nsnc12	-13	20
Cc1ccc(Cn2nnc3c(=O)n(Cc4cccc(C)c4)cnc32)cc1	2	-3
O=C(c1ccccc1)N1CCC(c2nc3c(nnn3Cc3ccccc3Cl)c(=O)[nH]2)CC1	2	6
CCOC(=O)c1cnc(-n2nc(C)cc2C)nc1Nc1cccc(C(=O)O)c1	-1	-2

Following part.
SMILES	FXIIa single	FXIa single inh
CC(Sc1ccccc1)C(=O)Nc1cccc(N(C)S(C)(=O)=O)c1 (stereo not drawn)	6	2
CCOc1ccc(NC(=O)N(C2CCCCCC2)C2CCN(C(C)=O)CC2)cc1	2	1
O=C(CC1(O)C(=O)Nc2ccccc21)c1ccccc1O (stereo not drawn)	4	-2
Cc1cc(=O)oc2cc(OC(C)C(=O)Nc3nccs3)ccc12 (stereo not drawn)	7	3
COc1ccc(-c2nc(C#N)c(N3CCCCCC3)o2)cc1	6	-1
CC(=O)Nc1nc(C)c(C(C)=O)s1	4	1
COc1ccc(N2CCN(C(CNC(=O)c3ccco3)c3cccnc3)CC2)cc1 (stereo not drawn)	3	-5
Cc1nn(C(C)c2n[nH]c(=S)n2-c2cccc(Cl)c2)c(C)c1[N+](=O)[O-] (stereo not drawn)	6	4
CC(=O)N1C(=O)C2(Nc3ccccc3N2)c2ccccc21	4	4
Cc1ccc(S(=O)(=O)N2CCN(C(=O)N(c3ccccc3)c3ccccc3)CC2)cc1	4	9
O=C(CN1C(=O)c2ccccc2S1(=O)=O)Nc1ccccc1	9	-8
COc1ccc(-c2noc(-c3ccc4c(c3)OCO4)n2)cc1	5	1
CC(C)[N+](C)(CCOC(=O)C1c2ccccc2Oc2ccccc21)C(C)C	2	-1
C=C(C)CSc1nnc(-c2ccccc2)n1N	3	-5
O=C(O)CC(C(=O)Nc1ccc(Cl)c(Cl)c1)C1CCCO1 (stereo not drawn)	-18	26
CCn1nc(C(=O)NC2=NCCS2)c2ccccc2c1=O	9	0
COc1ccc(NC(=O)CCSc2nnc(C)s2)cc1	-14	-16
O=S(=O)(c1ccc(F)cc1)N1CCC(N2CCCCCC2)CC1	1	0
CCOC(=O)C1=C(C)NC(=O)NC1c1ccco1 (stereo not drawn)	2	-5
CCCCSc1nnc2n(CCc3ccccc3)c(=O)c3c4c(sc3n12)COC(C)(C)C4	6	1

One compound at a time, from the list above. Order of screens: FXIIa single, FXIa single inh
COc1ccc(NC(=O)CCSc2nnc(C)s2)cc1 as listed: -14, -16
CC(=O)N1C(=O)C2(Nc3ccccc3N2)c2ccccc21 as listed: 4, 4
CCOC(=O)C1=C(C)NC(=O)NC1c1ccco1 (stereo not drawn) as listed: 2, -5
CC(C)[N+](C)(CCOC(=O)C1c2ccccc2Oc2ccccc21)C(C)C as listed: 2, -1
CCCCSc1nnc2n(CCc3ccccc3)c(=O)c3c4c(sc3n12)COC(C)(C)C4 as listed: 6, 1

Going on with the list.
SMILES	FXIIa single	FXIa single inh
COc1ccc(CCNc2ccncn2)cc1	4	-5
O=C(NCc1ccco1)C(c1ccco1)N(Cc1cccs1)C(=O)Cn1nnc2ccccc21 (stereo not drawn)	-17	-1
COc1ccc(OC)c(NC(=O)c2ccc(NS(C)(=O)=O)cc2)c1	-2	-3
CCOC(=O)C1(C)/C(=N/Nc2ccccc2Cl)C(=O)C(=O)N1c1ccccc1 (stereo not drawn)	12	5

Compound activity: PubChem, PCMD

Only part of the results is shown; count on the stated rates, not on these rows.
